Assay outcomes (PubChem BioAssay)
S1P3 antag – antagonists of human S1P3 receptor; Q99500; CHO S1P3 NFAT-BLA reporter, FRET fluorescence, antagonist mode; inhibition, % at 4.98 µM; actives 0.27% (n = 170,000);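 active = inhibition above the plate cutoff, the mean inhibition of test wells on that plate plus 3 SD, cut at about 28% in these data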;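 also: cells challenged with S1P at its EC80 of 0.8 µM; blue over green emission ratio from cleaved BLA substrate after 4 h stimulation; 0% = S1P-stimulated wells and 100% = unstimulated DMSO-only wells; some compounds past the cut are filed as inactive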
Target sequence (Q99500 whole entry, looked up): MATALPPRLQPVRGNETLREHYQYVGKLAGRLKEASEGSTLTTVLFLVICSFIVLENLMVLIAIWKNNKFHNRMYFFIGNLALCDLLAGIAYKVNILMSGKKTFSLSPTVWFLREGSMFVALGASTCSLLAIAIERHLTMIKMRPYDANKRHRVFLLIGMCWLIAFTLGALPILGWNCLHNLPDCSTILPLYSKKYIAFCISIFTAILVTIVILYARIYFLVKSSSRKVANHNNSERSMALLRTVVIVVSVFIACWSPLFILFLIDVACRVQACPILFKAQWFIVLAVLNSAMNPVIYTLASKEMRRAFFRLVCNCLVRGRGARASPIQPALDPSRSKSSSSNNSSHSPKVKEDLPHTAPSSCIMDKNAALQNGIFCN
Lmaj promast – Leishmania major promastigote growth inhibition; Leishmania major promastigotes, resazurin fluorescence viability; inhibition, % at 10 µM; actives 9% (n = 200,000); in the data active = inhibition above about 50%;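 also: promastigotes grown with compound for 44 hours at 28 °C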
ROMK primary – modulates human ROMK potassium channel activity | P48048 | AID 1918 | Tet-inducible ROMK, thallium flux fluorescence; actives lie on both sides | actives 2% (n = 130,000) | B-score at 10 µM;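 active = signal ratio slope over the read window, or its plate-corrected B-score, at least 3 SD from the plate mean, either direction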;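 also: B-score of the F/F0 ratio slope over 7 to 12 s after thallium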
PPARg SRC-1 ag – promotes SRC-1 coactivator recruitment by human PPARgamma; P37231; PPARgamma-SRC-1 coactivator recruitment biochemical assay; activation, % at 8 µM; actives 0.41% (n = 200,000); AID 631; in the data active = activation above about 19%;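 also: 0% = DMSO and 100% = reference agonist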
Target sequence (P37231 whole entry, looked up): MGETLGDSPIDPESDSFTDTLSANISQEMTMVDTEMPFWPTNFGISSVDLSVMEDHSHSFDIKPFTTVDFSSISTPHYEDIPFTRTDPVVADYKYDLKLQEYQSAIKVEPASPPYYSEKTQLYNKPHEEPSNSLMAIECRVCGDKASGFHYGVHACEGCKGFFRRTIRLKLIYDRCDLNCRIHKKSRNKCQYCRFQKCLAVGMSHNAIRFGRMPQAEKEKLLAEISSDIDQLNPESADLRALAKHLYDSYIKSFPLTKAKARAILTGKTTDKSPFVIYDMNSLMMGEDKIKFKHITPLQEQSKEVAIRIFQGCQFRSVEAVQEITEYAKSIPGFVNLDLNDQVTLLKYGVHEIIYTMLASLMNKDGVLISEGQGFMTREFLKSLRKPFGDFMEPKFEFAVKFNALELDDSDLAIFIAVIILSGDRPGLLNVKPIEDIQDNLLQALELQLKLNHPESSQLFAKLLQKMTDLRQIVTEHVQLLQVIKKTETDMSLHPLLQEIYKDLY
RAM network inh – yeast RAM network inhibition; S. cerevisiae dse1pr::URA3 reporter, 5-FOA growth OD615, 2 d; analog-sensitive cbk1-as2 kinase mutant strain; inhibition, % at 50 µM; actives 1.8% (n = 190,000); AID 868;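 active = inhibition above a set limit, 3 SD over mean compound inhibition, cut at about 8.4% in these data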;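 also: 0% = DMSO-only wells with no growth and 100% = 10 µM 1-NA-PP1 full growth; inhibition rescues growth on 5-FOA so higher OD means more RAM inhibition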
PPARg SRC2 recr – promotes SRC-2 coactivator recruitment by human PPARgamma. P37231. PPARgamma LBD-SRC-2 recruitment, biochemical. activation, % at 8 µM. actives 0.34% (n = 200,000). AID 1032; in the data active = activation above about 22%;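 also: 0% = vehicle and 100% = reference agonist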
bIAP inhibitor – intestinal alkaline phosphatase (bovine) inhibition; 190,000 tested, under 10 active; AID 1019; inhibition, % at 20 µM; purified bovine IAP, CDP-star luminescence, 30 min;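 active = over 50% inhibition of intestinal alkaline phosphatase at 20 µM in the single-dose screen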
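Assay system: bovine IAP enzyme; medium: DEA buffer 100 mM, pH 9.8, with MgCl2 1.0 mM, ZnCl2 0.02 mM; doses: 20 µM single dose; incubation: enzyme reaction for 30 min at room temperature; detection: CDP-star luminescence signal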
PPARg SRC-3 ag – promotes SRC-3 coactivator recruitment by human PPARgamma | biochemical PPARgamma/SRC-3 coactivator recruitment assay | actives 0.26% (n = 200,000) | P37231 | activation, % at 8 µM; in the data active = activation above about 23%;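 also: 0% = DMSO and 100% = reference agonist; some compounds past the cut are filed as inactive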
Efa HMGR inh – E. faecalis class II HMG-CoA reductase inhibition | purified E. faecalis HMGR, NADPH absorbance 340 nm kinetic | inhibition, % at 10 µM | actives 0.41% (n = 190,000) | AID 1066;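 active = inhibition above a set limit, the median over all tested compounds plus 3 SD, cut at about 9.5% in these data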;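 also: enzyme runs in reverse so mevalonate oxidation gives rising NADPH absorbance; 0% = complete reaction with DMSO and 100% = background rate lacking mevalonate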
TR-FRET SRC-2 ct – flags TR-FRET format artefacts in PPARgamma SRC-2 recruitment agonist screen. AID 1049. TR-FRET artefact counter-screen; hits give high values. actives 0.4% (n = 200,000). TR-FRET ratio at 8 µM; in the data active = TR-FRET ratio above about 2000; also: inactives centre near 1500; reference of the scale not given here
Redox H2O2 prof – compounds producing H2O2 with reducing agent – biochemical, NIH compound library profiling, artefact control for MLSCN library redox annotation, primary screen; activation, % at 10 µM; DTT-dependent redox cycling H2O2, phenol red/HRP absorbance; 100% = 100 µM peroxide control, 0% = buffer; actives 0.03% (n = 200,000);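 active = activation of at least 50% relative to the plate's high and low controls in the primary single-dose screen; inactive = activation below 50%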;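 also: compound incubated with DTT at 0.8 mM final as the reducing agent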
An asterisk follows results filed as active; . = no result given.

SMILES	S1P3 antag	Lmaj promast	ROMK primary	PPARg SRC-1 ag	RAM network inh	PPARg SRC2 recr	bIAP inhibitor	PPARg SRC-3 ag	Efa HMGR inh	TR-FRET SRC-2 ct	Redox H2O2 prof
CCOc1ccc(CC2(CCc3ccncc3)C(=O)NC(=O)NC2=O)cc1	-16	-7	0.014	-2	0.2	-6	9	3	1	1437	-0.9
CN1/C(=C\C=Nc2ccccc2)C(C)(C)c2ccccc21	.	98*	-1.4	-1	1.5	-2	22	-11	-1	1482	-4.1
Cc1ccc(-n2c(/C=C/c3ccc4c(c3)OCO4)nc3ccccc3c2=O)cc1	4	16	-0.032	7	4.3	11	-3	-1	-11	1710	0.2
CCOc1c(Cl)cc(CNCCc2c[nH]c3ccccc23)cc1OC	-7	42	0.053	17	2.2	4	0	3	-2	1611	0.6
N#Cc1ccc(OCC(=O)N2CCN(Cc3ccc4c(c3)OCO4)CC2)cc1	5	76*	-0.8	-2	0.2	-6	6	1	-1	1418	-0.3
Cn1c(O)c(C=NCCCNC2CCCCC2)c(=O)n(C)c1=O	.	8	.	1	1.5	2	1	2	1	1701	-0.2
CCc1ccc(N2C(=O)NC(=O)/C(=C\c3cccn3CCOc3ccc(C(C)C)cc3)C2=O)cc1	-6	95*	0.036	6	5.5	7	-10	3	-11	1544	-0.2
Cc1ccc(C(C)C)c(OCC(=O)N2CCN(Cc3nc4cc([N+](=O)[O-])ccc4n3C)CC2)c1	0	97*	-2.2	7	0.9	2	38	4	-4	1552	-0.3
Cc1cccc(CN2CCCC(C(=O)c3cccc(OC(C)C)c3)C2)n1 (stereo unspecified)	-11	60*	-0.66	-1	2.6	11	-1	6	-2	1713	0.3
CCOP(=O)(OCC)C(NC(=O)Cc1ccccc1)C(Cl)(Cl)Cl (stereo unspecified)	-6	0	0.28	-2	0.1	-2	-4	-2	-9	1619	0.0

3 entries drawn at random from the list so far, as already listed:
SMILES	S1P3 antag	Lmaj promast	ROMK primary	PPARg SRC-1 ag	RAM network inh	PPARg SRC2 recr	bIAP inhibitor	PPARg SRC-3 ag	Efa HMGR inh	TR-FRET SRC-2 ct	Redox H2O2 prof
CCOc1ccc(CC2(CCc3ccncc3)C(=O)NC(=O)NC2=O)cc1	-16	-7	0.014	-2	0.2	-6	9	3	1	1437	-0.9
Cc1cccc(CN2CCCC(C(=O)c3cccc(OC(C)C)c3)C2)n1 (stereo unspecified)	-11	60*	-0.66	-1	2.6	11	-1	6	-2	1713	0.3
Cc1ccc(-n2c(/C=C/c3ccc4c(c3)OCO4)nc3ccccc3c2=O)cc1	4	16	-0.032	7	4.3	11	-3	-1	-11	1710	0.2

(continued)
SMILES	S1P3 antag	Lmaj promast	ROMK primary	PPARg SRC-1 ag	RAM network inh	PPARg SRC2 recr	bIAP inhibitor	PPARg SRC-3 ag	Efa HMGR inh	TR-FRET SRC-2 ct	Redox H2O2 prof
CC1=NN(c2ccccc2)C(=O)C1/C=C1/C(=O)NC(=O)N(c2cccc(C)c2)C1=O (stereo unspecified)	.	-8	.	-12	2.8	-1	9	-2	-8	1426	-2.8
CC(=NCc1cccnc1)c1c(O)n(-c2ccccc2C)c(=O)[nH]c1=O	.	-5	-0.55	-3	2.0	-3	-8	-6	0	1602	0.2
CCOc1ccc(C2SCC(=O)Nc3c2c(C)nn3C2CCOC(C)(C)C2)cc1 (stereo unspecified)	.	-2	-0.58	2	0.9	2	-2	-1	-4	1553	0.4
COc1cc(C2NCc3ccccc3-n3cccc32)ccc1O (stereo unspecified)	-14	5	.	-6	-1.1	0	6	-9	-2	1483	2.4
Fc1ccc(C2NCCc3[nH]cnc32)cc1 (stereo unspecified)	-10	-7	0.94	0	0.9	0	14	1	-7	1574	0.5
Cc1nc2cc(C(F)(F)F)ccc2n1C1CCN(Cc2nnnn2Cc2ccc3c(c2)OCO3)CC1	21	28	-0.47	3	-0.1	12	-9	4	4	1651	-0.6
O=c1c2ccccc2nc(-c2ccccc2)n1-c1nccs1	-12	-2	-0.13	5	2.3	11	4	0	-1	1549	0.0
CCCCN1C(=O)NC(=O)C2(Cc3c(nc4c(C)cccn4c3=O)N3CCc4ccccc4C32)C1=O (stereo unspecified)	-9	96*	.	-1	1.1	9	2	5	0	1590	3.3
CCOC(=O)CN1C(=O)C2(C(C#N)=C(N)Oc3ccccc32)C(C(=O)OC)=C1C (stereo unspecified)	3	-2	.	-7	1.1	-2	8	-4	-12	1400	0.7
CCC(C)N1CCN(C(=O)Cc2ccccc2)CC1 (stereo unspecified)	.	0	.	6	1.1	10	10	10	1	1578	-1.9
O=C1/C(=C\c2cc3c(cc2Cl)OCO3)N2CCC1CC2	11	73*	.	2	0.8	-7	-14	-1	-4	1788	-0.1
COc1ccc(C(C)=O)cc1CC(C(=O)c1ccc(C)cc1)N(C)C (stereo unspecified)	2	-4	-0.49	-5	0.4	-3	8	4	-5	1584	0.4
Cc1ccc(C2=NC(C)(C)N3C2C3c2ccc([N+](=O)[O-])cc2)cc1 (stereo unspecified)	-8	57*	.	4	2.9	4	-1	0	0	1667	-0.8
Cc1nc2cc(-c3ccc(Cl)cc3)nn2c(C)c1CCC(=O)N1CCC2(CC1)OCCO2	5	-2	.	9	.	6	.	4	.	1552	2.8
CC[N+](C)(CC)CCCOC(=O)C(O)(c1ccccc1)C1CCCCC1 (stereo unspecified)	.	-4	.	-3	0.1	6	2	-12	-4	1651	0.1
CCC(C)C1(CC)C(=O)NC(=O)N=C1N (stereo unspecified)	9	-4	.	-6	0.0	-12	22	0	-1	1522	0.2
CCOc1cc(CNCCc2c[nH]c3ccccc23)cc(Cl)c1OC	2	13	-3.2*	-2	-1.4	4	3	-2	-7	1506	-0.7
NCCc1ccc(S(N)(=O)=O)cc1	-11	-3	0.12	14	0.0	3	-4	3	-3	1353	0.2
CN1CC(C(=O)c2ccc(Cl)cc2)C(c2ccc(N(C)C)cc2)C1 (stereo unspecified)	-1	34	-1.2	6	0.8	1	-22	1	0	1434	-0.4
O=C1NC(=O)C2(Cc3ccccc3N3CCCC32)C(=O)N1c1ccc(Cl)cc1 (stereo unspecified)	0	-5	.	10	2.1	4	-6	2	-3	1614	-2.1
CCCC1(CCC)C(=O)NC(=Nc2ccccc2)NC1=O	.	-1	.	9	3.0	4	14	5	-5	1543	-1.9
CC(C)OC(=O)C1C2c3ccccc3C(c3ccccc32)C1C(=O)O (stereo unspecified)	-14	-7	-0.32	2	0.9	-3	-3	0	-2	1585	-0.1
O=C1CC(c2cccnc2)=NN1c1ccccc1	-14	2	.	8	-0.8	8	-6	1	-2	1542	-0.1
CN(C)c1ccc(C(=O)c2ccc(N(C)C)cc2)cc1	.	-1	1.9	2	0.7	4	22	10	-2	1682	4.5
O=c1[nH]c(O)c(N=Nc2ccc3c(c2)OCCO3)c(=O)[nH]1	-2	31	-0.26	10	1.1	-4	-1	3	-7	1558	0.1
c1cncc(C2CC(c3cccs3)n3ncnc3N2)c1 (stereo unspecified)	7	-8	0.77	-4	1.2	-5	14	-4	-2	1607	0.4
CN(C)C1(c2nnnn2-c2ccc(Cl)cc2)CCCCC1	-20	6	.	2	1.4	1	2	-1	2	1576	-0.3
CCCCn1c(=O)c(C(=O)NCc2ccco2)c(O)c2ccccc21	-4	-5	-2.2	0	7.2	10	-16	2	-2	1678	-0.5
CCCCCCCSc1cc(OC)c(CCNC)cc1OC	.	100*	-3.1	-3	-0.5	-3	5	8	-4	1307	-2.8
O/N=C/c1c[nH]c2ccccc12	23	-5	0.0019	6	-0.1	3	8	-1	-8	1404	0.0
CCCC1C(C#N)=C(N)Oc2c1c(=O)oc1ccccc21 (stereo unspecified)	.	-8	-0.72	10	3.3	0	5	2	-5	1478	1.1
O=C1CC(=O)N(c2ccc(Cl)cc2Cl)C(=O)N1	10	-7	0.062	6	2.1	3	20	0	6	1614	-0.9
CCOC(=O)C(NC(C)=O)C(OC(C)=O)c1cccc(N(CCCl)CCCl)c1 (stereo unspecified)	.	2	.	-8	-0.2	2	-8	-5	-3	1386	2.2
Cc1cccnc1NC1=NCC(C)S1 (stereo unspecified)	-15	-2	.	5	0.6	-2	13	-1	3	1481	71*
CSc1ccccc1C(=O)C1CCCN(Cc2ccccn2)C1 (stereo unspecified)	-3	1	1.6	-2	-0.5	7	1	0	-2	1570	-1.2
O=C1CN=C(c2ccccc2F)c2cc(Cl)ccc2N1	-13	13	.	4	-1.1	-5	11	-2	-3	1374	-0.5
Cc1ccc(CS(=O)(=O)Cc2ccc(C(=O)N3CCC4(CC3)OCCO4)o2)cc1	2	-5	.	0	0.3	1	14	-10	1	1476	1.6
Clc1cccc(CN2CCCCC2c2cccnc2)c1 (stereo unspecified)	-21	90*	-0.56	1	.	-3	6	5	.	1527	-0.3
COC(=O)C(C)Oc1cc(C)cc2oc(=O)c3c(c12)CCC3 (stereo unspecified)	-22	-2	.	1	2.6	4	-5	4	-4	1558	0.4
CCC(=NCc1cccnc1)c1c(O)n(Cc2ccccc2)c(=O)[nH]c1=O	-4	10	.	5	1.4	3	-4	7	-4	1521	2.3
COc1cccc(-n2c(CN3CCN(C)CC3)nc3ccc([N+](=O)[O-])cc3c2=O)c1	-14	43	0.72	-6	-0.3	-3	5	-2	-2	1510	0.0
CC(=O)Nc1ccc2c(c1)CC1(C(=O)N(C)C(=O)N(C)C1=O)C1CCCN21 (stereo unspecified)	-19	-3	.	1	2.3	1	15	-1	3	1601	1.6
O=C(c1c[nH]cc1-c1ccccc1)c1cccc2ccccc12	.	-4	.	2	2.3	-6	-3	0	-1	1534	-2.4
COc1cc(/C=C2\C(=O)NC(=O)N(c3ccccc3)C2=O)c([N+](=O)[O-])cc1OC	10	-2	1.5	-7	0.5	-3	-2	4	2	1654	-0.2
CCNCC1(c2ccc(OC)c(OC)c2)CCCC1	-2	-8	.	-3	1.5	5	-6	-12	0	1577	2.3
O=C(c1cccc(C(F)(F)F)c1)C1CCCN(Cc2ccccc2O)C1 (stereo unspecified)	6	84*	-0.21	10	0.4	4	16	2	-5	1679	0.0
O=C1C2CCCN2C(c2cccnc2)N1c1ccc(Cl)c(Cl)c1 (stereo unspecified)	-1	96*	-0.061	12	-0.1	8	3	13	-2	1649	-0.8
CC1OC(NCCc2ccccc2)C(O)C(O)C1O (stereo unspecified)	-14	-2	.	2	4.9	-3	-7	-4	-4	1414	2.4
O=C(Cc1ccccc1)N1CCN(CC2CC=CCC2)CC1 (stereo unspecified)	25	81*	-0.64	8	1.6	3	-10	-3	-2	1573	0.6
CN1CCC(O)(c2ccccc2)C2CCCC21 (stereo unspecified)	-43	25	.	4	0.5	1	9	3	4	1485	-0.2
CCn1c(O)c(C=NCc2ccccc2)c(=O)[nH]c1=S	-10	-1	1.2	2	6.1	6	2	4	0	1626	0.1
Cc1ccc(OCC(=O)Nc2ccc(Cl)cc2C(=O)c2ccccc2)cc1	-20	25	-0.42	-2	9.4*	-4	16	-2	0	1480	0.7

This is a subset; the hit share may differ from the screen's.
